LDHA block: LDHA (human) enzyme inhibition; purified LDHA, NADH/diaphorase-resazurin fluorescence; active compounds read low; AID 1347041; P00338; 480,000 compounds, 0.15% hits; activity change, % (values are at about 110 or 230 µM); in the data active = activity change below about -30%; inconclusive = mostly about -25% to -30%;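 also: plate controls were DMSO wells for no effect and wells without enzyme for full effect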
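Resorufin fluorescence (ex540/em590), read at 0 and 20 min after diaphorase/resazurin addition, reports the NADH left after a 5 min room-temperature reaction of 2 nM human LDH5 with 0.06 mM NADH and 0.2 mM pyruvate.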
ERG Ets-DNA blk: inhibitors of human ERG Ets domain-DNA interaction | fluorescence polarization, His-ERG Ets domain / labelled DNA | P11308 | 370,000 compounds, 0.028% hits | Potency, µM (highest dose often 76.9 µM), for inactives: at the highest dose FP activity, negative = inhibition, actives largely listed as inhibitors; active = well fitted inhibition curve with a large enough effect in the polarisation, with a control signal flat; inconclusive = small, poorly fitted or top-dose-only effect, or effect the other way, or a change in a side signal; inactive = no such curve, though single readings can be large or run the other way; the % refers to the polarisation;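 also: polarization taken with two DNA probes labelled with fluorescein and Texas red; potency is read from the fitted curve at half-maximal effect; % of control where 0% means no effect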
Target sequence (P11308 whole entry, looked up, the tested form may be a part): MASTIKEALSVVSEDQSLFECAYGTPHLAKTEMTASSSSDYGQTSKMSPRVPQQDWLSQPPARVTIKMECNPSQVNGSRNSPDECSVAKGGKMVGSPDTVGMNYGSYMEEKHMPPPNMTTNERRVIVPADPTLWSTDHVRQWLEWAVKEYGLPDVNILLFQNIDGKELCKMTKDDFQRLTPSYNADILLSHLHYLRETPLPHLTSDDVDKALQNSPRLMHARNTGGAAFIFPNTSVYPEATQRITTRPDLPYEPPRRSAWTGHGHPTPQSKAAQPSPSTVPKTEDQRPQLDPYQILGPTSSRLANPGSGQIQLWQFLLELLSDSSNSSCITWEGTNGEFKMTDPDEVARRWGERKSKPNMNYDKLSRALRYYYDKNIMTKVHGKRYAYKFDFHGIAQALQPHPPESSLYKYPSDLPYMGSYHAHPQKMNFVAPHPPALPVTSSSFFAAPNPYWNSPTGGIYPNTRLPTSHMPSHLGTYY
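His-tagged ERG Ets domain (1 uM in the protein solution; 300mM KCl, 50mM Tris-HCl, 1mM EDTA, 1mM DTT, pH 7.5) received compound, then a probe mix of 5 nM fluorescein-DNA and 100nM Texas-615-DNA. Fluorescence polarization was read for both dyes.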
POLH inh: inhibitors of human DNA polymerase eta; 390,000 compounds, 1.2% hits; Q9Y253; AID 588591; recombinant Pol eta, fluorescent DNA replication assay; Potency, µM (doses to about 114 µM), without a hit: top-dose activity change, negative = inhibition, usual class: inhibitors; also: potency is read from the fitted curve at half-maximal effect; % is scaled to controls: 0 for no effect and ±100 for the full control effect
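Pol eta (10 nM) was preincubated with compounds for 15 min at room temperature, after which fluorescent replication substrate (50 nM final) was added to start the reaction. Fluorescence was read kinetically at 0 and 10 min.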
12-LOX inh: ALOX12 (human) lipoxygenase inhibition. P18054. Potency, µM (series often up to 108 µM), inactives show at the top dose activity change, negative = inhibition, usual class: inhibitors. purified 12hLO, xylenol orange hydroperoxide absorbance. 580,000 compounds, 1.1% hits; also: potency is read from the fitted curve at half-maximal effect; % is scaled to controls: 0 for no effect and ±100 for the full control effect
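Purified human 12hLO (150 nM final) in 25 mM Hepes, 0.01% Triton X-100, pH 7.0 was preincubated 15 min at room temperature with compound. Then 40 uM arachidonic acid was added, 30 min. Hydroperoxide was read by Fe-XO absorbance ratio 573/405 nm.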
RGS4 inh: inhibitors of human regulator of G protein signaling 4. P49798. Transcreener GDP fluorescence polarization, RGS4-accelerated GTP hydrolysis. Potency, µM (doses to about 114 µM), for the others: top-dose activity change, negative = inhibition, usual class: inhibitors. 390,000 compounds, 0.039% hits. AID 504845; also: potency is read from the fitted curve at half-maximal effect; % is scaled to controls: 0 for no effect and ±100 for the full control effect; nearly all actives have a fitted effect of over 75% in size; some results filed as inactive show a strong effect at the top dose
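MLSMR compounds (23 nl, pin-transferred) preincubated 10 min at room temperature with a 500nM (2x) first reagent, then RGS4 at 900nM (2x) plus Transcreener GDP mix added; fluorescence polarization (620/688 nm) read before and after 90 min at 30 °C.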
Anesthetic bind: binds horse apoferritin like a general anesthetic; AID 485281; Potency, µM (series often up to 77.5 µM), inactives show top-dose activity change, negative = displacement, usual class: inhibitors; P02791; 350,000 compounds, 0.074% hits; apoferritin/1-aminoanthracene competitive binding, fluorescence; also: potency is read from the fitted curve at half-maximal effect; % is scaled to controls: 0 for no effect and ±100 for the full control effect; nearly all actives have a fitted effect of over 20% in size
Target sequence (P02791 2-175 limits assumed): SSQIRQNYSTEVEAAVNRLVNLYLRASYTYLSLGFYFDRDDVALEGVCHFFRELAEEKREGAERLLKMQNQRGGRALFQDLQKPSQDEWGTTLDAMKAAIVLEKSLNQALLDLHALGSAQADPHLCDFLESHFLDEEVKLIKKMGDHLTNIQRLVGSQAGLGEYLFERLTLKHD
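Apoferritin-based anesthetic binding model; compound displacement of fluorescent 1-AMA measured as endpoint fluorescence after 10 minutes at room temperature, scaled to free-ligand and complex controls.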
APE1 inh: APE1 (human) endonuclease inhibition; P27695; recombinant APE1, TAMRA/BHQ-2 abasic DNA cleavage fluorescence; Potency, µM (titrated, usually from 65.8 µM), inactives show at the top dose activity change, negative = inhibition, usual class: inhibitors; 350,000 compounds, 0.35% hits;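 also: potency is read from the fitted curve at half-maximal effect; plate controls were vehicle for no effect and reference inhibitor for full effect; nearly all actives have a fitted effect of over 55% in size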
Target sequence (P27695 whole entry, looked up): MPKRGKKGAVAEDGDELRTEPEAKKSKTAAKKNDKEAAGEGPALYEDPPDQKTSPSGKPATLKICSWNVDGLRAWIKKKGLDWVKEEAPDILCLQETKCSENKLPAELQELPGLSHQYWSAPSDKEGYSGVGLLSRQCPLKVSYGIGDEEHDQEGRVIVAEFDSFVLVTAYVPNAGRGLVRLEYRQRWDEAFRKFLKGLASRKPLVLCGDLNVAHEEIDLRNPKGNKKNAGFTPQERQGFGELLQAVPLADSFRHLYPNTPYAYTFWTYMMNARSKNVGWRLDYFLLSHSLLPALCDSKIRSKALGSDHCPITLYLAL
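Readout is kinetic fluorescence (ex 525, em 598 nm) from cleavage of 50 nM TAMRA/BHQ-2 THF abasic duplex by 0.75 nM APE1, compound added 15 min beforehand at RT.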
POLK inh: DNA polymerase kappa (human) inhibition | Q9UBT6 | purified Pol kappa, fluorescent DNA synthesis assay, 10 min | Potency, µM (highest dose often 107 µM), without a hit: top-dose activity, negative = inhibition, hits mostly inhibitors | 400,000 compounds, 0.53% hits | AID 588579; also: potency is read from the fitted curve at half-maximal effect; % is scaled to controls: 0 for no effect and ±100 for the full control effect
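Enzyme at 10 nM met test compounds for 15 min at room temperature. Substrate addition (50 nM final) began the reaction, which was monitored by fluorescence at 0 and 10 min.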
Pol beta inh: DNA polymerase beta (human) inhibition; P06746; Pol beta primer extension/strand displacement, fluorescence kinetic; Potency, µM (titrated, usually from 114 µM), for inactives: top-dose activity change, negative = inhibition, hits mostly inhibitors; 340,000 compounds, 1.3% hits; AID 485314; also: potency is read from the fitted curve at half-maximal effect; % is scaled to controls: 0 for no effect and ±100 for the full control effect
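Reaction started by 50 nM substrate onto compound-treated Pol beta (10 nM, 15 min preincubation, room temperature); plates read at 0 min and 10 min. Normalized concentration-effect data fitted by four-parameter Hill equation.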
* marks the source's active call; other numbers are inactive results; ? = inconclusive; · = no result given; & = joins results of further samples; [ ] = dose if it differs, or a comment. Unless noted, calls follow the shape of the dose curve; as a rule, active = well fitted curve in the direction sought with a large enough effect; inconclusive = small, poorly fitted or top-dose-only effect, or another doubt; inactive = no such curve, though single readings can be large; an effect the other way counts as inactive or inconclusive. The list is partial (hit frequency here may not be typical).

SMILES | LDHA block | ERG Ets-DNA blk | POLH inh | 12-LOX inh | RGS4 inh | Anesthetic bind | APE1 inh | POLK inh | Pol beta inh
CC(=O)Nc1cccc(-n2nnc(SCC(N)=O)n2)c1 | -6.2 | 13.6% | -5.0% | 18.1% | 6.3% | 1.6% | -2.8% | -4.9% | 28.7%
c1ccc2[nH]c(SCc3ccc(-c4nnco4)cc3)nc2c1 | -9.7 | 2.2% | -2.7% | 1.0% | -15.4%[11.4 µM] | -17.2% | -0.6% | -3.9% | -13.5%
CC(=O)c1ccc(S(=O)(=O)N(CCCO)Cc2cc3cc4c(cc3[nH]c2=O)OCCO4)cc1 | -0.7 | -0.4% | -1.8% | -23.4% | 2.6% | -9.3% | 39.8%[activator] | -16.5% | ?
COCCNC(=O)c1ccc(Cn2c(SCC(N)=O)nc3ccccc3c2=O)cc1 | -12.7 | -8.1% | -6.5% | -21.5% | 12.4% | 1.0% | · | -4.0%[60.1 µM] | 3.6%
C[C@@H]1C=C(C(=O)O)O[C@H](OCc2ccc(CO)cc2)C1 | 0.6 | -0.2% | -1.3% | ? | -18.9% | 0.5% | -0.3% | 18.5% | ?
CC1(C(=O)Nc2ncc(Cc3ccc(Br)cc3)s2)Cc2ccccc2C(=O)O1 (centres undefined) | -2.7 | -0.3% | -10.4% | -8.9% | 14.6% | -13.2% | · | -14.4% | -1.6%
COc1ccc(-c2nc3n(n2)C(c2ccccc2OC)C(C(=O)Nc2cccnc2)=C(C)N3)cc1 (centres undefined) | -0.9 | ? | -1.2% | -5.2% | -23.7% | 4.2% | · | -1.9% | 0.0%
Cc1ccc(C(C(=O)NC2CCCC2)N(Cc2cccs2)C(=O)c2csnn2)o1 (centres undefined) | -0.7 | 15.3% | 3.0% | 4.0% | -15.8% | · | · | -13.7% | ·
CCOC1CCCC(n2cnc3c(=S)nc[nH]c32)O1 (centres undefined) | -0.5 | 8.7% | 17.8µM* | ? | -15.3% | · | · | -12.2% | ·
Cc1cc(C)c(NC(=O)COC(=O)C2CCC(=O)N2)c(C)c1 (centres undefined) | -8.9 | 1.9% | -4.3% | -7.7% | -2.0% | 1.7% | -6.2% | -11.5% | 6.2%
O=C(NCCCn1ccnc1)c1ccccc1Cl | -4.9 | 0.2% | -1.8% | 0.0% | -2.4% | -4.1% | 34.2% | -13.1% | 11.9%
COC(=O)C1=C(C)N(C2CCCCC2)C(=O)/C1=C\c1cccs1 | -7.1 | -9.5% | -10.6% | -15.3% | 10.5% | -12.3% | 1.3% | 3.5% | -18.9%
CN1CCN(c2nc3c(S(=O)(=O)c4ccccc4)nnn3c3ccsc23)CC1 | -0.4 | 1.1% | -16.8% | -6.7% | 9.3% | 4.4% | · | 8.0% | -0.5%
N#Cc1ccc(NC(=O)COC(=O)CCNS(=O)(=O)c2ccccc2)cc1 | -1.4 | -1.1% | -16.6% | 11.9% | -10.0% | 0.4% | 29.1% | -3.2% | 10.0%
O=C(NCCN1CCOCC1)c1ccc(Cl)c(S(=O)(=O)N2CCCC2)c1 | -3.5 | -9.2% | -1.2% | -5.8% | 25.5% | -2.0% | 6.8% | -11.7% | 7.2%
C/C(CC(=O)Nc1ccc(OCc2ccccc2)cc1)=N\NC(=O)C(=O)Nc1ccccc1C | 0.5 | 7.3% | -2.6% | -10.9% | 8.0% | ? | -0.7% | -8.1% | 0.8%
COc1ccc(-n2nc(C(=O)NCC3CCCO3)c3ccccc3c2=O)cc1 (centres undefined) | -2.0 | -6.0% | -3.0% | 0.0% | 1.4%[11.4 µM] | 4.5% | 26.1% | -11.3% | 30.2%
CC(=O)c1ccc(NC(=O)C(C)N(C)CC(=O)Nc2ccccc2Cl)cc1 (centres undefined) | -2.3 | -2.3% | -14.6% | 4.4% | 9.2% | -21.5% | -4.0% | 2.4% | -18.6%
COc1ccccc1/C=C/C=N/NC(=O)c1cnccn1 | -1.1 | -8.1% | -12.2% | 2.6% | -17.8% | -14.2% | 1.2% | 0.9% | 47.9%
CCOc1ccc(CO[C@@H]2O[C@H](CO)[C@@H](O)[C@H](O)[C@H]2NC(C)=O)cc1OC | -6.7 | -0.7% | -22.8% | 8.1% | -25.1% | 7.9% | -1.2% | -8.7% | 14.7%
CC(C)C[C@H](NC(=O)c1nc[nH]c1C(=O)N[C@@H](CCCCNC(=O)OC(C)(C)C)C(=O)OC(C)(C)C)C(=O)OC(C)(C)C | 7.0 | -1.9% | -21.6% | -4.0% | 13.1% | -10.2% | -6.6% | -19.6% | ?
CC(C)C(=O)N=C1SC2CS(=O)(=O)CC2N1Cc1ccccc1 (centres undefined) | -7.9 | -1.5% | -0.3% | 6.4% | 2.3% | -9.3% | 2.8% | -6.6% | 12.3%
COc1ccc(CNC(=O)Cc2c(C)c3c(O)cc(C)cc3oc2=O)cc1 | -7.7 | 0.3% | -12.7% | -13.0% | -7.0% | 26.3% | · | 20.6% | 4.5%
CC(C)C(NC(=O)c1ccccc1)C(=O)NC1CCCc2ccccc21 (centres undefined) | 0.2 | 6.4% | 6.8% | -0.5% | 0.8% | · | -14.1% | 11.4% | ·
COc1ccc(C(=O)N2CCOC2CNC(=O)C(=O)NCc2ccccc2Cl)cc1 (centres undefined) | -2.8 | -12.7% | -13.7% | -12.5% | -1.2% | -1.4% | -5.7% | -9.5% | 0.7%
SMILES | LDHA block | ERG Ets-DNA blk | POLH inh | 12-LOX inh | RGS4 inh | Anesthetic bind | APE1 inh | POLK inh | Pol beta inh
Cc1ccc(-n2c(Cc3ccccc3)n[nH]c2=S)c(C)c1 | 1.3 | -4.4% | -10.8% | ? | ? | -5.4% | 10.0% | -2.4% | 13.4%
Cc1nc(-c2ccccc2)sc1C(=O)CSc1ccc(Cl)cc1 | 1.9 | -0.4% | -16.1% | 0.0% | 7.9% | 5.4% | 4.1% | -0.7% | -5.3%
N=C(N)SCCc1ccc(CCSC(=N)N)cc1 | · | · | 1.5%[57.1 µM] | · | 4.6%[56.9 µM] | · | 1.5% | 2.1%[60.1 µM] | -1.4%[57.1 µM]
CC(=O)Nc1ccccc1OC(C)C(=O)N1CCC(C)CC1 (centres undefined) | -0.5 | -1.9% | -5.6% | 11.4% | 55.4%[activator] | -3.2% | -1.8% | 3.6% | 25.8%
COC(=O)C1=C(C)NC(C)=C(C(=O)OCCCN2CCC(c3ccccc3)(c3ccccc3)CC2)C1c1cccc([N+](=O)[O-])c1 (centres undefined) | · | · | · | ? | 130.0%[activator][56.9 µM] | ? | -1.5%&0.1% | 4.3%&-0.9%[19.4 µM] | ·
Cc1c(C=O)c2ccccn2c1C(=O)c1ccccc1 | 0.6 | -7.7% | -9.8% | 0.0% | -20.0% | ? | -1.6% | -5.2% | -27.0%
O=c1cc2c(nn1Cc1cccc([N+](=O)[O-])c1)-c1ccccc1CC2 | 0.9 | 6.4% | -12.8% | -3.0% | -0.6% | ? | -8.3% | 2.0% | ?
O=C(Nc1cc2c3c(c1)CC(=O)N3CCC2)c1ccccc1C(F)(F)F | -5.1 | 2.4% | -22.5% | -21.2% | -26.3% | · | 1.9% | 1.8% | ·
O=C(Nc1ncc(C(F)(F)F)cc1Cl)c1ccc(S(=O)(=O)N2CCOCC2)cc1 | -1.1 | 4.1% | -2.6% | 40.7%[activator] | -17.1% | -7.8% | -1.6% | -5.0% | 2.2%
C[C@@]12C(=O)N(c3cccc(Cl)c3)C(=O)N1[C@@H]1c3ccccc3OC[C@@H]1[C@H]2c1ccccc1 | -1.3 | -10.0% | -8.5% | -13.2% | 11.1% | · | 6.7% | -2.8% | ·
Cc1ccc(NC(=O)c2ncn(CC(=O)NCc3nc4ccccc4[nH]3)n2)cc1C | -4.2 | 12.7% | -4.4% | ? | -17.3% | · | 41.3%[activator] | 12.3% | ·
O=C(Nc1ccccc1Sc1ccccc1)C1CCCO1 (centres undefined) | -5.9 | · | -10.3% | -2.9% | 1.0% | -2.9% | 2.2% | -14.3% | ?
O=C(N/N=C/c1coc2ccccc2c1=O)c1ccc(Cl)cc1 | -3.5 | 4.3% | -5.4% | -8.0% | 4.3% | -14.5% | 7.9% | 0.0% | 7.6%
Cc1ccc(N=Cc2ccccc2O)cc1Cl | -5.6 | -5.6% | -10.7% | 4.5% | -31.3% | · | · | -1.0% | ·
Cc1cccc(/C(N)=N/OC(=O)c2ccccc2Cl)c1 | 2.6 | -3.5% | -6.9% | 1.1% | -10.2% | -10.5% | 2.7% | -8.1% | 2.4%
O=C1C2CCCCC2C(=O)N1c1ccc(NC2CCN(Cc3ccccc3)CC2)c([N+](=O)[O-])c1 (centres undefined) | 0.0 | -3.5% | -16.2% | -2.4% | 15.8% | ? | 22.1% | 7.9% | 2.6%

Gathered by group, the entries above containing fluorine (2)
SMILES | LDHA block | ERG Ets-DNA blk | POLH inh | 12-LOX inh | RGS4 inh | Anesthetic bind | APE1 inh | POLK inh | Pol beta inh
O=C(Nc1cc2c3c(c1)CC(=O)N3CCC2)c1ccccc1C(F)(F)F | -5.1 | 2.4% | -22.5% | -21.2% | -26.3% | · | 1.9% | 1.8% | ·
O=C(Nc1ncc(C(F)(F)F)cc1Cl)c1ccc(S(=O)(=O)N2CCOCC2)cc1 | -1.1 | 4.1% | -2.6% | 40.7%[activator] | -17.1% | -7.8% | -1.6% | -5.0% | 2.2%

Assay outcomes (PubChem)
